# VHR inh abs = inhibitors of human VHR1 phosphatase (DUSP3); recombinant VHR phosphatase, pNPP absorbance; inhibition, % at 13.3 µM; 0.52% of 290,000 active; in the data active means inhibition above about 50%; further: some compounds called inactive have numbers as strong as hits
# Target sequence (P51452 whole entry, looked up): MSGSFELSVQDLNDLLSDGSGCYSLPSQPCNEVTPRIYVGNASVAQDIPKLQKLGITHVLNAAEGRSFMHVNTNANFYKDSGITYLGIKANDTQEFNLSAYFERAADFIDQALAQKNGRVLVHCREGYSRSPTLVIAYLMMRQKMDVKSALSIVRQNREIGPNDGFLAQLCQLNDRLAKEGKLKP
# Rv3671c protease = inhibits the M. tuberculosis serine protease Rv3671c | P9WHR9 | inhibition, % at 5.96 µM | 0.048% of 320,000 active | AID 2606; in the data active means inhibition above about 38%;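 further: extracellular domain of Rv3671c used as enzyme; 0% = enzyme with DMSO and 100% = no enzyme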
# Target sequence (P9WHR9 whole entry, looked up, the tested form may be a part): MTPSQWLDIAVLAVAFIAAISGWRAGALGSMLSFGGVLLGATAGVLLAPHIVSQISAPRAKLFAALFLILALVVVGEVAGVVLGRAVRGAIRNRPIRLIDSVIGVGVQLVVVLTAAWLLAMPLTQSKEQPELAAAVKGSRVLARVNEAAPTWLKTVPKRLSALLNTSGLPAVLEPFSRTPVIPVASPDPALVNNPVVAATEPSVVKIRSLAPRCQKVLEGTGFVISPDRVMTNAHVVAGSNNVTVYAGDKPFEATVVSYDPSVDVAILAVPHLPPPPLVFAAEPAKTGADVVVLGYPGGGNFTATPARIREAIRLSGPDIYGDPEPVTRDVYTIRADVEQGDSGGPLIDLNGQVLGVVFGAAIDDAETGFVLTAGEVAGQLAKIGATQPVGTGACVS
# CCHFV vOTU inh = blocks the CCHF virus ovarian tumor domain protease; CCHFV vOTU protease, Pep-AMC fluorescence; inhibition, % at 11.5 µM; AID 651958; 0.55% of 370,000 active; in the data active means inhibition above about 30%; further: 0% = vehicle wells with enzyme and 100% = no enzyme wells
# PrPC TRFRET = cell surface PrPC inhibition, primary TR-FRET screen; TR-FRET read-out; 0.43% of 370,000 active; inhibition, % at 13.8 µM; in the data active means inhibition above about 24%; further: 0% = median of the test wells and 100% = reference compound wells
# MazF activator = MazEF (E. coli) toxin RNase activation; P0AE70; FAM/BHQ RNA-DNA oligo cleavage fluorescence, 5 h; activation, % at 20 µM; 0.32% of 350,000 active; AID 504720; in the data active means activation above about 50%
# Target sequence (P0AE70 whole entry, looked up): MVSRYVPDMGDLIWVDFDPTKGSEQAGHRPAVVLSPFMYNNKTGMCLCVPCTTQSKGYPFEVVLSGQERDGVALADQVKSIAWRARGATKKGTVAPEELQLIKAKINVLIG
# Vc quorum ag = inducers of Vibrio cholerae quorum light production without autoinducers | V. cholerae BH1578 lux reporter, luminescence, 6 h | activation, % at 18.7 µM | 0.16% of 350,000 active | AID 588436; in the data active means activation mostly above about 9.7%, no sharp cut-off; inconclusive means no clear call, values can overlap the other calls; inactive means mostly below about 3.7%; further: not every result past the cut was called active; inactives centre near 0; reference of the scale not given here
# Y pestis TopoI = inhibitors of Yersinia pestis topoisomerase I; Y. pestis Topo-I cleavage product accumulation, plate reader; activity, % at 10 µM; 0.064% of 360,000 active; in the data active means activity above about 50%, passing the limit was not always enough; inconclusive means no clear call, values can overlap the other calls; further: inactives centre near 2
# 3CLpro inhibitor = SARS-CoV 3CLpro protease inhibition. 0.14% of 290,000 active. inhibition, % at 6 µM. recombinant SARS-CoV 3CLpro, quenched FRET peptide cleavage; in the data active means inhibition above about 12%
# TcdB GH inh = TcdB glycohydrolase inhibition. P18177. TcdB glycohydrolase enzymatic assay, plate reader. inhibition, % at 9.99 µM. 0.24% of 350,000 active. AID 652162; in the data active means inhibition above about 10%
# SSB-PriA inh = inhibitors of Klebsiella pneumoniae PriA binding to SSB C-terminal tail | AlphaScreen SSBct-PriA binding, biotinylated peptide | inhibition, % at 33 µM | 0.6% of 430,000 active; in the data active means inhibition mostly above about 37%, no sharp cut-off; inactive means mostly below about 20%;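 further: plate controls were negative control peptide for no effect and reference peptide for full effect; strong numbers were not always called active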
# * = called active by the depositor; i = inactive; u = inconclusive; x = no result given; + = active, no number; & = joins results of further samples. Only part of the results is shown; count on the stated rates, not on these rows.
Compound	Vc quorum ag	3CLpro inhibitor	PrPC TRFRET	SSB-PriA inh	VHR inh abs	Rv3671c protease	Y pestis TopoI	TcdB GH inh	CCHFV vOTU inh	MazF activator
CCCCc1ccc(-c2c(C#N)c(N)nc3c2CCCC3)s1	i	-3	-1	-14	13	0	-8	x	0	-12
CCc1ccc(-c2cc(N)n(-c3ccccc3)n2)cc1	i	1	0	-7	15	x	9	0.3	3	1
CCOC(=O)c1ccc(NC(=O)C2=C(C)Nc3nc(CCCO)nn3C2c2cccc(C)c2)cc1 (configuration not stated)	-0.9	-6	-8	-4	27	-4	2	-0.8	0	5
COCCCNC(=O)C[C@H]1C[C@H](C(=O)N2CCCCC2)[C@@]2(CCc3ccccc3)c3[nH]c4ccc(Cl)cc4c3CCN2C1=O	i	x	-8	15	x	x	11	0.7	-6	2
N#C/C(=C\Nc1ccc2c(c1)OCCO2)c1nc(-c2ccccc2)cs1	-0.2	3	-2	3	-7	-7	0	0.4	1	-10
O=C(COc1ccccc1F)NCC(c1ccco1)N1CCCC1 (configuration not stated)	-0.3	5	5	-4	14	2	5	-2.3	-9	-1
Cc1onc(-c2ccccc2)c1C(=O)Nc1ccon1	-3.7	0	7	-21	-2	8	-9	x	8	0
CN(CC(=O)Nc1nc2ccccc2s1)S(=O)(=O)c1ccc(Br)cc1	i	6	2	3	11	-3	-5	x	1	-15
CCOC(=O)C1CCN(C(c2ccc(OC)c(OC)c2)c2sc3nc(C)nn3c2O)CC1 (configuration not stated)	i	0	-9	-14	30	2	3	2.5	1	-12
Cn1c(O)c(C=NC2CC3CCC2(C)C3(C)C)c(=O)[nH]c1=O (configuration not stated)	i	8	13	-5	21	0	1	x	4	8
CON/C=N/C(=S)Nc1ncc(C(F)(F)F)cc1Cl	i	0	-2	x	26	4	-4	1.0	3	3
CCCn1nnnc1NCc1ccc(N2CCCC2)cc1	+	0	-3	9	0	-5	-4	x	-5	10
CCOC(=O)c1c(Cc2cccc(Cl)c2)c[nH]c1C	i	6	5	3&3	25	-1	-7	0.6	0	-5
CCCNC(=O)c1ccc(N2CCC3(CC2)CC(c2ccccc2)=NO3)c(NC(=O)Cc2ccc(F)cc2)c1	-0.4	3	-5	-6	5	-4	4	1.0	6	-3
S=C(NCc1ccncc1)Nc1ccccc1	i	0	1	-38	19	-2	-3	0.9	-10	-8
CCCCC(=O)Nc1ccc(C(=O)N2CCN(c3ccccc3OC)CC2)cc1	-2.2	-2	-5	-4	8	-9	15	x	0	6
CC(=O)Nc1ccc(NC(=O)C(NS(=O)(=O)c2ccc3c(c2)OCCO3)C(C)C)cc1 (configuration not stated)	-1.5	x	-7	-3	x	1	2	4.1	0	5
Nc1c(C(=O)O)sc2nc(-c3ccccc3)cc(-c3ccc(Cl)cc3)c12	-0.7	7	5	-12	-11	-5	3	-0.5	21	-7
CCn1c(=O)[nH]c2cc(Cl)c(Cl)cc21	-0.7	x	-1	-11	x	1	-4	1.9	2	-7
CC1=C(C(=O)N2CCCCC2)C(c2cccs2)C2=C(CCCC2=O)N1 (configuration not stated)	-3.4	-7	6	-7	-2	0	3	x	-3	-14
O=C(c1ccc2c(c1)ncn2C1CCCCCC1)N1CCC2(CC1)OCCO2	i	-1	2	-8	-3	-9	21	x	-5	-2
Cc1ccsc1C(=O)OCc1cc(=O)n2ccsc2n1	i	x	1	-4	x	2	-2	-0.1	16	-8
COC(CNC(=O)c1ccc2c(c1)nc(C)n2-c1cc(C)cc(C)c1)OC	i	-1	9	2	14	-8	7	1.7	9	0
Oc1ccc(Br)cc1/C=N/n1c(COc2ccccc2)n[nH]c1=S	i	7	2	x	2	x	-2	1.0	2	-1
Nc1cccc(Nc2nc(OC(C(F)(F)F)C(F)(F)F)nc(OC(C(F)(F)F)C(F)(F)F)n2)c1	i	8	15	9	40	-8	-6	x	26	-9
Cc1ccc(CSCC(=O)NCCc2ccccc2)cc1	i	0	6	-10	16	-1	10	0.2	18	2
CCCCOC(=O)c1cc(C)nc2ccc(Br)cc12	i	1	-4	2	1	-11	3	x	1	-3
O=C(C1CCN(S(=O)(=O)N2CCC3(CC2)OCCO3)CC1)N1CCN(Cc2ccccc2)CC1	3.1	-2	0	4	19	-7	7	x	15	-2
Cc1cc(C)cc(NC(=O)OCCN2CCN(Cc3ccccc3)CCC2=O)c1	i	1	1	11	11	-3	-2	0.3	6	4
COc1ccc(/C=C(\C#N)C(=O)OCC(=O)NCc2ccccc2OC)cc1	5.1	x	-4	2	x	-8	0	2.5	-6	-24

# Next section:
Compound	Vc quorum ag	3CLpro inhibitor	PrPC TRFRET	SSB-PriA inh	VHR inh abs	Rv3671c protease	Y pestis TopoI	TcdB GH inh	CCHFV vOTU inh	MazF activator
COc1ccc(OC)c(NC(=O)CSc2ncnc3sc(C)cc23)c1	-4.0	x	-4	-17&-6	x	x	-6	-1.6	13	3
CCCc1nn2c(N)c(/C=C3\C=Nc4ccccc43)c(=O)nc2s1	-0.7&-0.2	2&7	-1&-3	x	8&-1	-10&-5	23&3	-0.7&-1.0	10&8	6&-2
O=C(Nc1ccccc1C(=O)Nc1ccc2c(c1)OCO2)c1cccs1	i	6	9	-18	14	-6	-1	x	7	-4
Cn1c(-c2cc(Cl)ccc2O)nc2c1c(=O)[nH]c(=O)n2Cc1ccccc1	-0.4	6	8	-9	24	-5	8	0.8	-9	12
COc1ccc(NC(=O)c2ccc(N3C(=O)C4CC=C(C)CC4C3=O)cc2)c(OC)c1 (configuration not stated)	i	2	7	1	x	1	2	1.6	-12	-6
C=CCn1nc(-c2ccccc2)c(N2CCCCC2)cc1=O	-0.2	1	-7	-3	22	4	14	0.9	-13	8
O=C(Cn1c(=O)c2cccn2c2ccccc21)Nc1cc(F)ccc1F	-0.5	-2	6	-1	1	-21	3	0.4	5	13
O=C(NCCN1C(=O)S/C(=C/c2cccnc2)C1=O)C1CC(=O)N(Cc2ccccc2)C1 (configuration not stated)	-0.3	1	-18	-11	39	3	-1	1.4	9	5
COc1ccc(C(=O)COC(=O)/C=C/c2ccco2)cc1F	i	x	-5	-21	x	5	-2	0.7	11	1
CCOc1ccc2oc(C(=O)OCC(=O)N3CCCC(C)C3)c(C)c2c1 (configuration not stated)	i	x	-2	-11	x	2	1	1.1	-4	6
COc1cc(CN2CCN(c3cc(C)ccc3C)CC2)cc([N+](=O)[O-])c1O	x	7	-12	17	x	9	x	1.9	11	3
Cc1ccc2cc(NC(=O)C3(C)CCN(C)C3)ccc2n1 (configuration not stated)	i	x	-6	x	x	x	-1	1.0	-2	x
COC(=O)c1nc(NNC(=O)c2ccccc2)sc1-c1ccccc1	-0.5	-2	-3	-12	3	-3	6	-8.8	5	11
COc1ccc2c(C)cc3n[nH]c(=S)n3c2c1	-0.5	-5	4	-5	-15	-1	-3	3.5	-4	-6
CCn1c(SCC(=O)NCCc2ccccc2)nc2c([nH]c3ccccc32)c1=O	x	6	-3	-20	10	-8	0	2.1	9	-58
Cc1cc2cc3c(cc2nc1SCC(=O)OC(C)C)OCCO3	1.6	1	-3	-18	4	-12	-1	x	-2	4
Cc1oc(-c2cc(F)ccc2F)nc1CN(C)Cc1ccc2nccnc2c1	x	2	-10	-11	20	2	7	2.6	7	3
CCC(c1nnc(SCC(=O)Nc2cccc(S(N)(=O)=O)c2)n1Cc1ccccc1)N(C)C (configuration not stated)	i	0	6	-2	-1	10	11	1.2	13	2
Cc1ccc(CN(C)C(=O)c2cc(COc3cccc(C(F)(F)F)c3)on2)o1	0.8	-2	1	-14	2	-13	u	0.4	10	-15
Cc1nn(Cc2ccc(C(=O)Nc3ccccc3F)cc2)c(C)c1Cl	4.5	0	6	-18	22	-9	-4	-1.4	5	3
Nc1nc(-c2ccccc2)nc2sc3c(c12)CCCC3	-0.2	5	7	-18	1	-1	15	x	30*	5
CC(C)(Oc1ccc(CCNC(=O)c2ccc(-c3ccccc3)o2)cc1)C(=O)O	-0.5	0	1	0	-11	-6	9	0.9	-11	2
Cc1ccc2c(c1C)NC(=O)C2(O)CC(=O)c1ccc2c(c1)OCO2 (configuration not stated)	-2.5	-6	5	-26	0	2	-4	x	11	-9
O=C(/C=C/Nc1ccc(F)cc1)c1cccs1	0.0	-5	1	1	x	0	3	x	9	7
Cc1nnc(SCc2ccccc2Cl)n1CC1CCCO1 (configuration not stated)	-0.6	1	1	-15	2	5	10	x	-3	-38
Cc1ccc(S(=O)(=O)NCC(=O)NC2CC2)cc1	7.7	1	0	-3	0	1	-7	-0.2	28	0
O=C(c1cccc(F)c1)N1CCN(Cc2c[nH]c3ccccc23)CC1	-0.5	-1	x	-5	1	-2	-8	x	x	0
CCOC(=O)N(Cc1ccccc1)C1CC1	i	x	-3	-7	x	x	6	1.5	8	1
Cc1ccc(S(=O)(=O)Nc2cccc(C(=O)NCCN3CCOCC3)c2)cc1F	-7.1	x	0	-4	x	0	-8	2.1	-17	-10
O=C(NC1CCCC1)c1cccc(S(=O)(=O)N2CCOCC2)c1	-3.1	x	0	-10	x	-5	2	-9.6	13	4

# Further results:
Compound	Vc quorum ag	3CLpro inhibitor	PrPC TRFRET	SSB-PriA inh	VHR inh abs	Rv3671c protease	Y pestis TopoI	TcdB GH inh	CCHFV vOTU inh	MazF activator
COc1ccc(C(=O)COC(=O)c2ccc(OC)c(OC)c2)cc1OC	-0.4	0	2	-9	-4	2	6	42*	22	12
Cn1cc([N+](=O)[O-])c(C(=O)N/N=C/c2ccncc2)n1	i	9	-20	x	0	4	3	1.3	7	4
CCN(CC)S(=O)(=O)c1ccc(S(=O)(=O)Nc2c(C)nn(C)c2C)cc1	-0.1	x	10	-3	x	0	0	6.6	-8	-6
Cc1ccc(-c2nnc(N3CCC(C)CC3)c3ccccc23)cc1	1.7	2	7	-4	19	-3	-11	-1.1	-5	-7
COc1ccc(C(CNC(=O)c2oc3ccc(F)cc3c2C)N2CCCCC2)cc1 (configuration not stated)	i	-3	7	5	21	-4	13	0.8	14	6
CC12CCC(C(=O)NCc3ccccc3)(OC1=O)C2(C)C (configuration not stated)	i	2	-3	-10	11	7	6	x	-2	10
Cc1ccc(-c2cnn3c(N4CCOCC4)cc(C)nc23)cc1	i	0	3	-2&-3	21	x	2	1.6	-14	10
CCc1nc(SCC(=O)N2CCc3ccccc32)c2oc3ccccc3c2n1	-0.2	x	5	-6	x	x	8	-0.3	-3	3
C#CCOCCOCCOCCNc1nc(N2CCOCC2)nc(N2CCN(C(=O)[C@H](CCCCN)n3cc([C@@H](N)CC(C)C)nn3)CC2)n1	0.5	2	1	4	35	1	-2	0.3	14	10
CCC(Br)C(=O)Nc1ccc(OC)cc1 (configuration not stated)	-0.3	-1	-1	0	-6	-6	-1	1.1	0	2
O=C(O)CCN=C1CCCc2ccccc2N1	-2.2	8	6	-9	1	8	7	x	-2	4
CCOc1ccc2nc(N(CCN(CC)CC)C(=O)c3cccc([N+](=O)[O-])c3)sc2c1	-0.1	1	-9	17	6	8	6	1.2	-8	-7

# High-throughput results: PubChem BioAssay, several laboratories
